Mito fusion act: qHTS Assay for Small Molecule Inhibitors of Mitochondrial Division or Activators of Mitochondrial Fusion; Potency, µM (doses to about 46.1 µM), for the others: at the highest dose growth rescue (activation), actives largely listed as activators; 320,000 compounds, 0.23% hits; S. cerevisiae fusion-defective mutant growth rescue, CellTiterGlo 48 h;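 further: potency means the concentration at half of the fitted maximal effect; % of control where 0% means no effect; nearly all actives have a fitted effect of over 45% in size; temperature-sensitive fusion mutants such as fzo1-1 at 37 °C on non-fermentable ethanol glycerol medium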
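Read-out: ATP-based luminescence (CellTiterGlo, 10 min ambient) reporting growth of fusion-defective ts yeast after 48 hours at 37C on glycerol/ethanol YPEG medium in the presence of compound.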
Eya2 phos inh: qHTS Assay for Inhibitors of the Phosphatase Activity of Eya2. Protein phosphatase EYA2 (Homo sapiens), O00167. recombinant Eya2, OMFP fluorescence dephosphorylation (OMFP is methylfluorescein phosphate). Potency, µM (highest dose often 76.9 µM), without a hit: at the highest dose activity, negative = inhibition, hits mostly inhibitors. 330,000 compounds, 0.006% hits. AID 488837, 2010; further: potency means the concentration at half of the fitted maximal effect; on the % scale 0 is the no-effect control and ±100 the full control effect
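Eya2 (0.2 uM) preincubated 10 min at ambient with compound, then OMFP substrate added at 50 uM; 10 min reaction in 50 mM HEPES pH 7.5, 50 mM NaCl, 5 uM MgCl2, 0.05% BSA, 1 mM DTT. Fluorescence read at Ex 485/Em 525 nm.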
USP2a block: qHTS Assay for Inhibitors of Ubiquitin-specific Protease USP2a Using CHOP2 as the Reporter | Ubiquitin carboxyl-terminal hydrolase 2 (Homo sapiens), O75604 | USP2 core, Ub-CHOP2 coupled fluorogenic reporter, 485/531 | Potency, µM (highest dose often 38.3 µM), for inactives: at the top dose activity change, negative = inhibition, most hits filed as inhibitors | 330,000 compounds, 0.01% hits | AID 463254, 2010;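 further: potency means the concentration at half of the fitted maximal effect; plate controls were DMSO wells for no effect and full inhibition by NEM control for full effect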
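USP2 core (10nM final) preincubated 30min RT with compound in 20mM Tris-HCl pH 8.0, 2mM CaCl2, 2mM beta-mercaptoethanol, 0.05% CHAPS; 25nM Ub-CHOP2 plus 25nM reporter substrate added, fluorescence (Ex485/Em531) read after 60min.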
GALK inh: qHTS Assay for Inhibitors of Human Galactokinase (GALK); Purified GALK, Kinase-Glo residual ATP luminescence; 270,000 compounds, 0.007% hits; P51570; AID 1868, 2009; Potency, µM (doses to about 57.5 µM), without a hit: at the highest dose activity change, negative = inhibition, hits mostly inhibitors; further: potency means the concentration at half of the fitted maximal effect; on the % scale 0 is the no-effect control and ±100 the full control effect
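The enzyme phosphorylates galactose (100 uM) using ATP (35 uM); inhibition is detected as higher residual ATP, quantified by bioluminescence after 1 h reaction at room temperature, pH 8.0.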
KCNH2 WT inh: qHTS for Inhibitors of KCHN2 3.1: Wildtype qHTS | activity change, % at 1.84 µM | AID 720551, 2013 | U2OS, BacMam KCNH2, thallium flux FluxOr; hits give low values | Voltage-gated inwardly rectifying potassium channel KCNH2 (Homo sapiens), Q12809 | 340,000 compounds, 0.37% hits;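 active means maximum activity change below -70%; inconclusive means maximum activity change between -70% and -50%; inactive means maximum activity change above -50%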; further: on the % scale 0 is the no-effect control and ±100 the full control effect
Target sequence (Q12809 whole entry, looked up): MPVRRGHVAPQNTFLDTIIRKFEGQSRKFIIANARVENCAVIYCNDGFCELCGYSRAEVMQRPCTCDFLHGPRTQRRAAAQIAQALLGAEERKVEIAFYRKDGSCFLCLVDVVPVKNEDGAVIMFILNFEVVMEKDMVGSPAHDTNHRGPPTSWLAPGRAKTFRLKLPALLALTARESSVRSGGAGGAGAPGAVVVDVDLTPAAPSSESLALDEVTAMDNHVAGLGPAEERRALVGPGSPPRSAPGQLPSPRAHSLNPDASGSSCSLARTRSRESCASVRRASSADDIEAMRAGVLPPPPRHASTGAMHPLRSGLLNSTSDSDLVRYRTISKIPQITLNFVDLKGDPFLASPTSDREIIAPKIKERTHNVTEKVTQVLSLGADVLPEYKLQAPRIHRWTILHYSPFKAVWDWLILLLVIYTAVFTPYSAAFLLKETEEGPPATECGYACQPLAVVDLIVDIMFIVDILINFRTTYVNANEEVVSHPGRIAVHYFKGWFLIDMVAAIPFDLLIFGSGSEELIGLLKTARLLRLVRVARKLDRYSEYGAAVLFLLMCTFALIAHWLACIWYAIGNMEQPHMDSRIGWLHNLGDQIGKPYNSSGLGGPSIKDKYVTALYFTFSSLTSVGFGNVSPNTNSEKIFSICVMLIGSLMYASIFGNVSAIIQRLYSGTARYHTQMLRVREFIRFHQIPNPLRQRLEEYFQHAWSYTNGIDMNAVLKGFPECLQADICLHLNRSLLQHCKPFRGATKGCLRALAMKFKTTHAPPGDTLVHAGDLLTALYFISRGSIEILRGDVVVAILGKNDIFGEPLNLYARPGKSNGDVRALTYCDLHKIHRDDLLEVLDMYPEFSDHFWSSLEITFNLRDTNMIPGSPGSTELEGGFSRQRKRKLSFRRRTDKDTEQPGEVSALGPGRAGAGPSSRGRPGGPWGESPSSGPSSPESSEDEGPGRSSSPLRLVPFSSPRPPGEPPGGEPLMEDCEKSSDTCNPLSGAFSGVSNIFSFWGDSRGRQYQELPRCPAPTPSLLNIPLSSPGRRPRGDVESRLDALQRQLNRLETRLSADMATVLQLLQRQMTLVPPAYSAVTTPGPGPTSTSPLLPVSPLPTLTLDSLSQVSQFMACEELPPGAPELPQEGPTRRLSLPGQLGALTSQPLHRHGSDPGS
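U2OS cells transduced with wild-type KCNH2 virus are loaded with FluxOr dye for 45 min, and thallium flux is measured in kinetic reads before and after stimulation buffer. Rate constants are normalized to DMSO controls.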
TSHR antag: Antagonists of the Thyroid Stimulating Hormone Receptor: HTS campaign; TSHR-expressing cells, TSH-stimulated cAMP HTRF, 2 h; hits give low values; 330,000 compounds, 0.2% hits; AID 504810, 2011; activity change, negative = inhibition, % at 11.5 µM;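 active means activity change below a set negative limit, meaning inhibition stronger than a set level, cut at about -70% in these data; inconclusive means activity change between two set negative limits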; further: on the % scale 0 is the no-effect control and ±100 the full control effect
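Inhibition of cAMP made by TSHR-expressing cells under TSH stimulation (4nM final, EC80; 2 h, 37 deg C) is quantified with a one-step lysis HTRF kit, anti-cAMP cryptate versus cAMP-d2.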
Menin MLL FP TR: qHTS Assay for Inhibitors Targeting the Menin-MLL Interaction in MLL Related Leukemias: Competition With Texas Red Labeled MLL-derived Mutant Peptide; 270,000 compounds, 0.23% hits; Potency, µM (top dose mostly 61.6 µM), inactives show at the highest dose FP activity change, negative = inhibition, hits mostly inhibitors; Menin + Texas Red MLL mutant peptide, fluorescence polarization; O00255; active means well fitted inhibition curve with a large enough effect in the polarisation, with a control signal flat, not every such curve was filed as active; inconclusive means small, poorly fitted or top-dose-only effect, or effect the other way, or a change in a side signal; inactive means no such curve, though single readings can be large or run the other way; the % refers to the polarisation; further: potency means the concentration at half of the fitted maximal effect; % of control where 0% means no effect; many of its hits are not listed in these tables
ASM inhibitor: Inhibitors of Secretory Acid Sphingomyelinase (S-ASM): qHTS. Sphingomyelin phosphodiesterase (Homo sapiens), P17405. Potency, µM (doses to about 57.5 µM), for inactives: at the highest dose activity change, negative = inhibition, most hits filed as inhibitors. placental ASM, HMU-PC fluorogenic substrate, 60 min. 340,000 compounds, 0.006% hits. AID 504937, 2011; further: potency means the concentration at half of the fitted maximal effect
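Human placenta-derived ASM enzyme was preincubated with compound for 10 minutes at room temperature, then given fluorogenic substrate HMU-PC0 (9 uM final) for 60 minutes at 37 °C; a pH 10 stop preceded fluorescence reading at Ex 386/Em 447 nm.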
MBNL1-CUG inh: qHTS Assay for Inhibitors of MBNL1-poly(CUG) RNA binding; 280,000 compounds, 0.036% hits; Potency, µM (series often up to 57.5 µM), inactives show at the highest dose activity change, negative = inhibition, actives largely listed as inhibitors; TR-FRET MBNL1-His/biotin-(CUG)12 binding, 665/545 ratio; Muscleblind-like protein 1 (Homo sapiens), Q9NR56; active means well fitted inhibition curve with a large enough effect in the signal ratio, with a control signal flat, not every such curve was filed as active; inconclusive means small, poorly fitted or top-dose-only effect, or effect the other way, or a change in a side signal; inactive means no such curve, though single readings can be large or run the other way; the % refers to the signal ratio; further: potency means the concentration at half of the fitted maximal effect; on the % scale 0 is the no-effect control and ±100 the full control effect
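Compound titration spanned 92 nM–58 uM against the MBNL1-His/biotin-(CUG)12 complex. After 60 min at room temperature with 5 nM streptavidin-XL665 and 0.055 ng/ul terbium anti-His, ratiometric 665/545 nm emission (Ex 340 nm) normalized to controls.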
PKM2 act: qHTS Assay for Activators of Human Muscle isoform 2 Pyruvate Kinase. 260,000 compounds, 0.34% hits. purified PKM2, Kinase-Glo ATP luminescence, activation; response scale: 0% is enzyme alone, no compound. Potency, µM (highest dose often 57.5 µM), for the others: at the highest dose activation, actives largely listed as activators; further: potency means the concentration at half of the fitted maximal effect; on the % scale 0 is the no-effect control and ±100 the full control effect; nearly all actives have a fitted effect of over 55% in size
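Kinase-Glo luminescence reports ATP generated from ADP (0.1 mM) and PEP (0.5 mM) by purified hPK-M2 after 1 h at room temperature, pH 7.2 imidazole buffer; intermediate enzyme activity allows detecting inhibitors and activators.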
Chronic BCR inh: qHTS Assay to Find Inhibitors of Chronic Active B-Cell Receptor Signaling. ABC-DLBCL IkBa-CBG/CBR reporter, luminescence ratio, 4 h. Potency, µM (top dose mostly 46.1 µM), inactives show top-dose ratio change, negative = lower green/red ratio, usual class: inhibitors. 340,000 compounds, 0.05% hits; active means well fitted inhibition curve with a large enough effect in the signal ratio, with a control signal flat, not every such curve was filed as active; inconclusive means small, poorly fitted or top-dose-only effect, or effect the other way, or a change in a side signal; the % refers to the signal ratio;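 further: potency means the concentration at half of the fitted maximal effect; plate controls were basal doxycycline-induced cells for no effect and cells given 10 µM MG132 for full effect; MG132 reads +100%, hits lower the ratio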
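Compounds up to 46 uM were incubated four hours with TMD8 cells whose green CBG68 luciferase is fused to IkappaBalpha; red CBR luminescence normalised the signal, and concentration-effect curves were fitted to fusion, red and ratio data.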
An asterisk follows results filed as active; i = inactive; ? = inconclusive; nt = not tested or not shown; [ ] = remark or other dose. Unless noted, the call rests on the fitted dose curve; in most records, active means well fitted curve in the direction sought with a large enough effect; inconclusive means small, poorly fitted or top-dose-only effect, or another doubt; inactive means no such curve, though single readings can be large; an effect the other way counts as inactive or inconclusive.

SMILES	Mito fusion act	Eya2 phos inh	USP2a block	GALK inh	KCNH2 WT inh	TSHR antag	Menin MLL FP TR	ASM inhibitor	MBNL1-CUG inh	PKM2 act	Chronic BCR inh
Cc1nn(-c2ccccc2)c(C)c1CN	0%	-16%	1%	1%	-16	-6	-8%	1%	11%	0%	-8%
O=C(Cn1cc([N+](=O)[O-])cn1)NC1CCCCCC1	-1%	9%	1%	-2%	0	6	1%	0%[11.5 µM]	10%	nt	1%
COc1ccc(CCNS(=O)(=O)c2cc3c4c(c2)CCN4C(=O)CC3)cc1	2%	-16%	0%	nt	4	23	nt	0%	nt	nt	4%
Cc1ccc(NC(=O)C2CCN(c3ncnc4sc(C)c(C)c34)CC2)cc1S(=O)(=O)N(C)C	2%	13%	3%	nt	1	-21	nt	-8%	nt	nt	-1%
CCOC(=O)C1CCCN(CCC(=O)Nc2ccc(F)c(F)c2)C1 (configuration not stated)	-2%	4%	3%	-4%	6	0	5%	0%	3%	-2%	2%
O=C1N/C(=C/c2ccc(N3CCOCC3)o2)C(=O)N1c1cccc(Cl)c1	0%	-4%	-1%	-1%	6	-20	1%	-1%	15%	9%	?
CCCc1c(O)nc(SC2CC(=O)N(c3cc(OC)ccc3OC)C2=O)[nH]c1=O (configuration not stated)	-1%	4%	3%	5%	-8	-6	8%	3%	-8%	0%	1%
CCOC(=O)Cn1c(=O)oc2cc(S(=O)(=O)N(C)c3cccc(C)c3)ccc21	1%	-4%	2%	6%	28	-12	nt	8%	-8%	1%	-5%
COc1ccc(NC(=O)COc2nc3ccccc3nc2N2CCOCC2)c(OC)c1	-3%	2%	2%	10%	4	0	?	24%	65%[activator]	11%	1%
Cc1ccc(CNC(=O)CCCC(=O)Nc2cc(C)on2)cc1	1%	4%	1%	6%	-1	20	0%	3%	-3%	-1%	-10%
Nc1c(Cl)cnc(C(Cl)(Cl)Cl)c1Cl	14%	-6%	1%	-2%	0	1	0%	-7%	-2%	4%	?
CCN(CC)S(=O)(=O)c1cccc(NC(=O)CCNC(=O)NC23CC4CC(CC(C4)C2)C3)c1	-7%	-13%	-3%	nt	-12	-9	nt	-6%	nt	nt	?
COc1ccc(CCC(=O)N2CCN(S(=O)(=O)c3ccc4ccccc4c3)CC2)cc1	7%	-10%	1%	-1%	12	-6	6%	-4%	-5%	0.79µM*	-8%
COc1ccc(S(=O)(=O)Nc2ccc(-c3ccc(N4CCCC4)nn3)cc2)cc1C	-4%	8%	0%	nt	6	-10	nt	8%	nt	nt	1%
C/C(=N/NC(=O)CNC(=O)c1ccccc1)c1ccc(C)cc1	?	-17%	1%	1%	1	-2	-28%	-1%	-2%	1%	0%
COC(=O)C1C(=O)C=C(Nc2ccc(F)cc2)CC1c1ccc(OC)cc1 (configuration not stated)	-1%	4%	4%	0%	-5	-7	2%	3%	nt	-4%	?
COc1cc(OC)cc(C(=O)Nc2ccc3c(c2)OCCO3)c1	-7%	-2%	-1%	-3%	-2	-4	1%	0%	-3%	-55%	?
Cc1occc1C(=O)NCCCCc1ccccc1	19%	-11%	1%	0%	-10	3	-6%	-1%	-2%	-1%	?
COc1cc(C2CC(c3c(C)cc(C)[nH]c3=O)=NN2c2ccccc2F)cc(OC)c1OC (configuration not stated)	24%	-22%	2%	0%	2	-3	-28%	i	3%	nt	?
CCOC(=O)N1CCN(CCC(=O)Nc2cc(C)ccc2OC)CC1	-9%	13%	0%	-2%	3	-2	0%	0%	0%	-2%	?
COc1ccc(/C=C(\NC(=O)c2ccco2)C(=O)N2CCCCC2)cc1	6%	-10%	1%	0%	-1	-8	-5%	0%	5%	6%	-10%
Cc1cc(=O)[nH]c2cc(Cl)ccc12	-5%	-1%	2%	-1%	-5	0	-23%	5%	-2%	11%	12%
CCOC(=O)CSc1nc2ccc(N3CCOCC3)cc2c(=O)n1Cc1ccc2c(c1)OCO2	17%	-7%	1%	-4%	nt	9	-23%	nt	9%	9%	-10%
O=C(CCc1ccc(S(=O)(=O)N2CCOCC2)cc1)OCc1nc2ccccc2s1	5%	-7%	-2%	8%	-2	-5	-20%	-1%	-14%	2%	?
O=C(COC(=O)c1ccc(Cl)s1)c1cc2ccccc2o1	19%	0%	0%	-3%	-5	-8	nt	-10%	16%	-13%	4%
CCCn1nnc(NC(=O)c2ccc(Cl)cc2Cl)n1	2%	-3%	0%	-4%	-9	0	1%	-2%	-4%	3%	?
c1ccc(-c2ccccc2OCCCCN2CCCCCC2)cc1	-41%[inhibitor]	6%	0%	3%	51	10	?	2%	-2%	-27%	?
CCOc1ccc(-c2cc(C(=O)NN)[nH]n2)cc1	-2%	-1%	4%	0%	38	-1	1%	-1%	nt	2%	1%
Oc1ccc(/C=N/Nc2nccnc2Cl)c(O)c1	0%	5%	2%	6%	4	14	?	-2%	?	-47%	?
CCn1cc(C(=O)NCC(C)C)c(=O)c2cc(F)c(N3CCN(C)CC3)cc21	1%	?	0%	4%	15	-13	nt	2%	-3%	0%	5%
CC(C)(C)N1CC(c2nc3ccccc3n2CCOc2ccccc2)CC1=O (configuration not stated)	1%	8%	-2%	3%	0	18	3%	-2%	-2%	-2%	?
COc1cccc(CNC(=O)C(=O)NCCC2CCCCN2S(=O)(=O)c2ccccc2)c1 (configuration not stated)	-1%	13%	-1%	nt	-20	2	nt	0%	nt	nt	-1%
COc1cccc2cc(C(=O)N3CCN(c4ncccn4)CC3)c(=O)oc12	0%	5%	-2%	2%	9	10	-8%	13%	6%	-1%	-15%
CCc1ccc(NC(=S)NCC2CCCN2CC)cc1 (configuration not stated)	-10%	-12%	1%	1%	3	13	-5%	3%	-2%	-1%	?
COc1ccc(NC(=O)c2ccc(CN3CCN(c4ccccc4)CC3)cc2)cc1	?	-3%	1%	-2%	13	-11	10%	0%	-19%	-12%	5%
CCCCNc1nc(=S)[nH]c2cc(OC)c(OC)cc12	3%	18%	5%	-2%	1	-11	21%	-3%	12%	-9%	12%
CCOc1ccc(C(=O)CCC(=O)NN2C(=O)NC3(CCCCC3)C2=O)cc1	0%	-4%	2%	nt	0	-8	nt	3%	nt	nt	0%
CC(OC(=O)C12CCC(=O)N1c1ccccc1S2)C(=O)Nc1cccc(Cl)c1 (configuration not stated)	-3%	-4%	-1%	nt	-1	-6	nt	-1%	nt	nt	-1%
O=C1CSC(c2ccc(F)cc2)N1c1nc2ccccc2s1 (configuration not stated)	13µM*	11%	-10%	nt	-2	-12	0%	8%	8%	7%	?
COc1ccc(C2NS(=O)(=O)OCC2C)cc1 (configuration not stated)	-2%	4%	3%	nt	-1	3	10%	-8%	4%	2%	-7%

Copied from the list:
For ASM inhibitor, `CCOc1ccc(C(=O)CCC(=O)NN2C(=O)NC3(CCCCC3)C2=O)cc1` is listed with 3%
For Mito fusion act, `CC(OC(=O)C12CCC(=O)N1c1ccccc1S2)C(=O)Nc1cccc(Cl)c1` (configuration not stated) is listed with -3%

Source: PubChem

The list is partial; rates above refer to the full screens.
